# Compound activity: PubChem, National Center for Advancing Translational Sciences (NCATS)
# LmPK inhibitor: blocks Leishmania mexicana pyruvate kinase activity; Q27686; purified LmPK, Kinase-Glo ATP luminescence, 1 h; Potency, µM (highest dose often 57.5 µM), for the others: at the highest dose activity change, negative = inhibition, most hits filed as inhibitors; 0.37% of 290,000 active; also: potency is read from the fitted curve at half-maximal effect; % is scaled to controls: 0 for no effect and ±100 for the full control effect
# Target sequence (Q27686 whole entry, looked up): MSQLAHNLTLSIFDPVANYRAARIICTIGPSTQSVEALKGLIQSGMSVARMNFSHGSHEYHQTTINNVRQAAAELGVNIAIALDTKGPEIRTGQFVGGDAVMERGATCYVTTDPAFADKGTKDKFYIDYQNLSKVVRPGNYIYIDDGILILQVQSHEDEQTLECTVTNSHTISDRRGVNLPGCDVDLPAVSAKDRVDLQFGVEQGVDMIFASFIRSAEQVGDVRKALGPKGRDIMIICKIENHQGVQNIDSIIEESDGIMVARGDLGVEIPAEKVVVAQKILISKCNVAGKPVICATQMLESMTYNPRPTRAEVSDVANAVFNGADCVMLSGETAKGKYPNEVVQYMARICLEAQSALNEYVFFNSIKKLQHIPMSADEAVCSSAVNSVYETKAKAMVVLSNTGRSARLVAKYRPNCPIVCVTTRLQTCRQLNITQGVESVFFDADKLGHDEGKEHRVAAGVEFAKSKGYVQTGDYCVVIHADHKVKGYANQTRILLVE
#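 Kinase-Glo luminescence read after 1 h RT reaction of 0.1 nM LmPK with 0.5 mM PEP and 0.1 mM ADP. Activity scaled between uninhibited and enzyme-free controls.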
# Shiga toxin inh: inhibitors of Shiga toxin in Vero cells; Vero cells, Shiga toxin protein synthesis inhibition reporter; inhibition, % at 38.7 µM; 9.2% of 290,000 active; AID 2315; in the data active = inhibition mostly above about 28%, no sharp cut-off; inactive = mostly below about 43%; also: 0% is about no effect
# Cycloheximide cs: counter-screen for Shiga toxin inhibitors: cycloheximide protein synthesis inhibition | cell reporter, cycloheximide protein synthesis inhibition counterscreen | max response, % | 12% of 300,000 active | AID 2314; in the data active = max response mostly above about 13%, no sharp cut-off; inactive = mostly below about 14%; also: read at 38.3 µM for the half of the compounds with a filed dose; 0% is about no effect
# TbPYK inhibitor: inhibitors of Trypanosoma brucei pyruvate kinase | Q57TT1 | TbPYK enzyme, Kinase-Glo Plus ATP luminescence, 45 min | Potency, µM (highest dose often 76.8 µM), inactives show at the highest dose activity, negative = inhibition, most hits filed as inhibitors | 0.12% of 410,000 active; also: potency is read from the fitted curve at half-maximal effect; % is scaled to controls: 0 for no effect and ±100 for the full control effect; nearly all actives have a fitted effect of over 50% in size
#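 Assay buffer: 50 mM TEA pH 7.2, 100 mM KCl, 10 mM MgCl2, 0.05% BSA, 0.01% Tween-20. Pyruvate kinase from T. brucei plus substrate met compound, then ADP (130 uM final). Luminescence was read post 45 min RT.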
# Pf growth 96h: P. falciparum growth inhibition at 96 hour, primary screen for plastid delayed-death inhibitors; P. falciparum luciferase reporter growth, 96 h; Potency, µM (titrated, usually from 28.7 µM), without a hit: at the top dose activity change, negative = inhibition, actives largely listed as inhibitors; 6.9% of 320,000 active; AID 504834; also: potency is read from the fitted curve at half-maximal effect; % is scaled to controls: 0 for no effect and ±100 for the full control effect
#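 Readout is luminescence from an integrated firefly luciferase in P. falciparum. Red cells, 2% hematocrit and 0.05% parasitemia final, were cultured with compound through two parasite generations (96 hours) at 37 C, 5% CO2.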
# AmpC inh no detg: AmpC beta-lactamase inhibition without detergent. P00811. AmpC nitrocefin hydrolysis, absorbance 480 nm, 0.0001% Triton. Potency, µM (highest dose often 57.1 µM), for the others: top-dose activity change, negative = inhibition, usual class: inhibitors. 0.52% of 330,000 active. AID 485341;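 also: potency is read from the fitted curve at half-maximal effect; plate controls were no compound for no effect and no enzyme for full effect; nearly all actives have a fitted effect of over 20% in size; some results filed as inactive show a strong effect at the top dose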
# Target sequence (P00811 whole entry, looked up): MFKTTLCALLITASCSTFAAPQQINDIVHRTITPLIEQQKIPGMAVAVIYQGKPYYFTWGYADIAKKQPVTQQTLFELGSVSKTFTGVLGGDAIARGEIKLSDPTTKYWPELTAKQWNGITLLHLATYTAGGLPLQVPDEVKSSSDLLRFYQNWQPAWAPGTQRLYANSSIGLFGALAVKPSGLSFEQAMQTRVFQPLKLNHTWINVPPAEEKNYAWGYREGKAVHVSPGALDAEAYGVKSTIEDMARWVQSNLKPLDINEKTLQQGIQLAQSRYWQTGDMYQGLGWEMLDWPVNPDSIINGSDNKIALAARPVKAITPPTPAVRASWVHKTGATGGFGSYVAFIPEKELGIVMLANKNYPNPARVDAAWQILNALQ
#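 20 mM phosphate pH 7.0 + 0.01% (detergent screen) or 0.0001% Triton X-100; 5.3 nM AmpC reagent; cpd preinc 15 min RT; nitrocefin (800 uM stock) to start; A480 q20 s × 4 min; Activity was normalised to no-enzyme and no-compound control wells.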
# Pf growth 48h: P. falciparum growth inhibition at 48 hours (one generation). P. falciparum luciferase growth in erythrocytes, 48 h. Potency, µM (doses to about 28.7 µM), without a hit: at the highest dose activity change, negative = inhibition, usual class: inhibitors. 5.9% of 310,000 active; also: potency is read from the fitted curve at half-maximal effect; % is scaled to controls: 0 for no effect and ±100 for the full control effect
#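 A one-generation exposure of luciferase-tagged malaria parasites in RPMI 1640/Albumax erythrocyte culture, 37 C and 5% CO2. Inhibition is inferred from decreased luminescence after adding detection reagent.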
# Active calls of the source: *; i = inactive; ? = inconclusive; / = no result given; [ ] = another dose, or the depositor's remark. Unless noted, calls follow the shape of the dose curve; as a rule, active = well fitted curve in the direction sought with a large enough effect; inconclusive = small, poorly fitted or top-dose-only effect, or another doubt; inactive = no such curve, though single readings can be large; an effect the other way counts as inactive or inconclusive.
Structure	LmPK inhibitor	Shiga toxin inh	Cycloheximide cs	TbPYK inhibitor	Pf growth 96h	AmpC inh no detg	Pf growth 48h
Cc1ccccc1NC(=S)N(Cc1ccccc1)Cc1cccs1	0.4%	-0.9	-2.1	2.6%	?	-23.0%	7.1%
Cc1ccc(-c2csc(NC(=O)C3=NN(C4CCS(=O)(=O)C4)C(=O)CC3)n2)cc1 (stereo not given)	5.7%	-4.1	-0.9	-1.3%	10.6%	3.3%	63.9%[activator]
C[C@@]12CCC[C@@](C)(C(=O)O)C1CC[C@@]13C[C@@H](NCc4ccccc4)[C@@](C)(CCC12)C3 (stereo not given in full)	/	/	/	-4.0%	?	-24.4%	?
CCn1nnnc1SCC(=O)Nc1nnc(C(C)C)s1	0.2%	17.9	11.4	-2.9%	-22.3%	-32.7%	23.2%
Cc1ccc(CNC(=O)Cn2cnc3cc([N+](=O)[O-])ccc3c2=O)cc1	2.1%	15.8	9.4	5.0%	23.7%	-15.9%	6.7%
Cn1c(CCNC(=O)c2cccs2)nnc1SCC(=O)Nc1nc(-c2ccccc2)cs1	4.6%	8.0	6.1	0.8%	14.4%	7.5%	7.38µM*
O=C(O)c1ccc(OS(=O)(=O)c2ccc(Cl)s2)cc1	/	/	/	2.7%	24.1%	-18.5%	30.1%[activator]
Cc1noc(C)c1COC(=O)c1ccc(S(=O)(=O)N2CCCCC2)cc1	2.8%	1.5	-1.9	1.8%	10.7%	29.2%	-29.0%
O=C(c1ccc2c(c1)OCO2)C1CCCN(Cc2ccccn2)C1 (stereo not given)	2.3%	2.2	-1.6	-4.7%	17.8%	3.0%	?
O=C(CSc1ccc(-c2cccs2)nn1)NCCc1ccccc1	-3.0%	-15.1	-4.3	2.4%	2.94µM*	-26.2%	8.4%
CCOc1ccccc1NC(=O)CSc1nc2nc(-c3cccs3)cc(C(F)(F)F)c2c(=O)[nH]1	0.2%	14.0	-4.2	3.0%	-12.3%	-40.3%	-4.8%
CC(=NCCCn1ccnc1)c1c(O)n(C2CCCCC2)c(=O)[nH]c1=O	0.2%	-9.0	-2.1	1.6%	-19.6%	8.1%	-5.4%
O=C(CCn1nc(-c2ccc(Cl)cc2)c2ccccc2c1=O)Nc1cccnc1	4.2%	-17.4	-3.0	-0.1%	137.3%[activator]	57.0%	?
CS(=O)(=O)N1CCCC(C(=O)NCc2ccc(F)cc2)C1 (stereo not given)	0.1%	-18.4	-3.4	1.7%	?	-8.0%	-1.4%
COc1ccc(OC)c2sc(N(CCN(C)C)C(=O)c3ccc4ccccc4c3)nc12	8.6%	-6.0	-1.8	2.1%	?	19.7%	?
Cc1c(NC(=S)N/C(=N/S(=O)(=O)c2ccccc2)c2ccccc2)c(=O)n(-c2ccccc2)n1C	3.5%	9.2	-2.0	5.9%	13.2%	-6.3%	2.4%
O=C(NNS(=O)(=O)c1ccccc1)c1cccc([N+](=O)[O-])c1	-0.7%	/	-2.6	1.2%	-30.3%	-8.3%	?
Cc1ccc(NC2CCCN(C(=O)c3cn(C)c4ccccc34)C2)cc1C (stereo not given)	-0.9%	-24.1	10.7	-0.5%	0.8%	72.8%[activator]	-20.0%
CC(C)(C)c1ccc(C(=O)NNc2ccc(F)cc2F)cc1	0.9%	17.6	11.4	3.2%	23.4%	-32.5%	13.7%
CCOC(=O)C(=NC(C)C)NNc1cc(Cl)ccc1Cl	1.1%	-12.2	1.5	-7.9%	0.0%	-44.1%	?
COc1ccc(NC(=O)CSCC(=O)Nc2ccccc2C(=O)N2CCCCC2)cc1	/	/	/	-4.5%	?	-10.5%	?
CC(C)n1c(/N=C/c2ccccc2O)nc2ccccc21	-8.8%	-13.0	1.9	-0.6%	?	-9.7%	6.1%
O=C(Cc1cccc(C(F)(F)F)c1)Nc1cc(S(=O)(=O)N2CCOCC2)ccc1N1CCCC1	/	/	/	0.6%	?	107.8%[activator]	?
CC(/C=N/NC(=O)c1ccc2nc(C)[nH]c2c1)=C\c1ccccc1	-2.4%	16.3	13.9	10.0%	?	-21.9%	33.0%[activator]
COCCNC(=O)C1CCN(S(=O)(=O)c2ccc3c(c2)OCCO3)CC1	/	/	/	-1.7%	7.7%	-6.6%	17.0%

# New compounds follow
Structure	LmPK inhibitor	Shiga toxin inh	Cycloheximide cs	TbPYK inhibitor	Pf growth 96h	AmpC inh no detg	Pf growth 48h
CC(=O)n1cc([C@H]2C=C(C(=O)NCc3ccccc3)O[C@@H](OCCCCO)C2)c2ccccc21	1.7%	1.2	-2.9	-6.1%	?	97.5%[activator]	5.86µM*
NS(=O)(=O)c1cccc(NC(=O)Nc2ccccc2)c1	-0.8%	26.3	10.9*	-4.5%	103.2%[activator]	-41.8%	2.08µM*
CCOC(=O)/C(=C\c1cccc(O)c1)c1nc2sc(C)c(C)c2c(=O)[nH]1	-0.5%	-9.2	0.8	?	?	-17.5%	?
Cc1c(Br)c([N+](=O)[O-])nn1CC(=O)NCCc1ccc(Cl)cc1	4.7%	-4.6	-2.2	-1.3%	-30.1%[5.75 µM]	-7.1%[2.29 µM]	-13.5%
CCC1Nc2ccccc2-c2nnc(SC)nc2O1 (stereo not given)	-1.3%	-15.8	6.3	-7.9%	/	-8.9%	/
CC(=O)N(C)c1nc(N)n(-c2ccccc2)n1	0.0%	-2.2	-4.0	-5.5%	12.6%	-10.7%	36.9%[activator]
O=C(NCC1CCCO1)Nc1ccccc1 (stereo not given)	-3.4%	-1.4	-1.1	0.7%	43.2%[activator]	-7.7%	/
CCn1c(=O)cc(OCC(=O)Nc2ccc3c(c2)OCCO3)c2ccccc21	-1.8%	-2.2	0.9	2.0%	?	0.1%	-2.2%
O=C(c1ccc2c(c1)OCCO2)N1CCN(c2ccc([N+](=O)[O-])cc2)CC1	2.4%	22.8	-1.8	/	13.8%	-15.7%	?
CC1CCN(c2ccc3c(c2)S(=O)(=O)c2cccc(C(=O)NC4CCCCC4)c2C3=O)CC1	/	/	/	-8.0%	8.9%	-30.3%	?
CCOC(=O)C1(C)NC(c2ccc(O)cc2)C2C(=O)N(c3ccccc3)C(=O)C21 (stereo not given)	3.5%	-3.4	-0.9	6.3%	7.7%	-1.6%	10.3%
COc1ccc(C(=O)Oc2ccc(C(=S)N3CCOCC3)cc2)cc1	0.4%	-0.6	4.7	-2.8%	22.1%	8.2%	7.9%
CCCNC(=O)c1ccc(N2CC3CC(C2)c2cccc(=O)n2C3)c(NC(=O)Nc2ccc(CC)cc2)c1 (stereo not given)	13.8%	17.5	-3.1	-1.1%	5.3%	165.5%[activator]	?
Cc1ccc(C(=O)NCC#N)cc1	-6.3%	-17.6	-0.5	-1.8%	21.1%	-18.5%	4.1%
Cc1ccc(NS(=O)(=O)c2cc(C(=O)NCc3ccccn3)ccc2Cl)cc1C	1.5%	-15.5	3.4	6.0%	?	-42.7%	34.3%[activator]
N#Cc1c(NC(=S)NC(=O)c2ccccc2)sc2c1CCCC2	1.5%	35.1*	33.7*	-8.0%	?	-14.9%	35.0%[activator]
CCc1ccccc1NC(=O)Nc1cc(F)ccc1F	2.8%	26.1	8.2	-0.8%	1.2%	-20.4%	?
CCC(C)c1ccccc1NC(=O)C1CCCO1 (stereo not given)	1.2%	2.4	-2.0	-12.9%	/	-5.9%	9.0%
Cc1cc(N(C)C)c(C#N)c(N2CCCCC2)n1	8.1%	-11.1	-4.6	2.6%	9.2%	-2.0%	7.1%
CC(C)CN(C(=O)COC(=O)c1nc(Cl)ccc1Cl)C1CCS(=O)(=O)C1 (stereo not given)	1.3%	-9.4	10.9	-16.0%	-11.5%	-6.3%	21.2%
Nc1ccc(C23CC4CC(CC(O)(C4)C2)C3)cc1	-4.0%	23.7	27.5*	-8.8%	34.6%[activator]	-11.1%	21.1%
COc1cc(/C=C2\SC(=S)N(NC(=O)c3ccc(O)c(OC)c3)C2=O)ccc1O	0.4%	22.6	21.5*	-1.2%	33.5%[activator]	-52.9%	0.6%[0.00184 µM]
COc1ccc(C(=O)Nc2ccncc2)c(OC)c1	-4.5%	13.6	12.2	-1.7%	?	-13.6%	3.5%
Cc1cccc(C(=O)OCC(=O)N2CCCCCC2)c1O	/	/	/	-3.4%	/	19.6%	i
COc1ccc(CCC(=O)Nc2nc(-c3ccncc3)cs2)cc1	-6.4%	-7.2	13.0	/	?	-52.6%	?

# Additional results follow:
Structure	LmPK inhibitor	Shiga toxin inh	Cycloheximide cs	TbPYK inhibitor	Pf growth 96h	AmpC inh no detg	Pf growth 48h
CSc1nnc2c(n1)OC(c1ccsc1)N(C(C)=O)c1ccccc1-2 (stereo not given)	-5.4%	-4.2	15.9	-6.3%	0.2%	-4.4%	-9.0%
CC(C)OCCCNC(=O)C1CCN(S(=O)(=O)N2CCCC2)CC1	-7.5%	19.8	-4.3	2.2%	?	-8.7%	-4.8%
CC(=O)Nc1ccc(Nc2cc(N3CCOCC3)c3nonc3c2[N+](=O)[O-])cc1	3.4%	-9.5	-1.0	4.9%	-31.2%	-7.5%	-24.0%
COc1ccccc1NS(=O)(=O)c1cccc(C(=O)N2CCCCCCC2)c1	/	/	/	-11.6%	-13.7%	3.8%	-2.1%
Brc1ccc(-c2csc(-c3ccncc3)n2)cc1	6.1%	41.6*	17.3	-1.8%	-87.8%	-0.6%	?
COc1ccccc1-c1noc(-c2ccccc2C(=O)Nc2cccnc2)n1	-4.2%	22.2	8.6	-9.7%	/	-11.2%	-20.6%
Cc1ccccc1NC(=O)c1onc2c1CCCC2	12.6µM*	123.0*	49.0*	-17.4%	362.8%[activator]	-8.3%	19.1%
CCN(Cc1ccccc1)C(=O)c1ccc2c(=O)n3c(nc2c1)CCC3	/	/	/	6.2%	3.4%	-1.8%	-2.3%
CSc1ccc(CN2CCC(CO)(CCOc3ccccc3)CC2)cc1	-1.8%	-2.8	-0.6	6.6%	-26.2%	42.5%	?
Cc1ccccc1C(=O)Nc1ccccc1N1CCN(C(=O)c2ccccc2)CC1	-2.8%	-7.1	-3.0	-0.9%	17.8%	132.0%[activator]	11.7µM*
O=C(O)c1ccc(OCC(O)Cn2cnc3ccccc32)cc1 (stereo not given)	-6.8%	-1.0	-2.0	0.5%	5.9%	/	-0.5%
CC(=O)Nc1c(-c2ccc(F)cc2)nc2ccccn12	1.4%	31.8	-1.2	-6.2%	6.6%	1.5%	/

# No new results follow: an excerpt of the list.
Structure	LmPK inhibitor	Shiga toxin inh	Cycloheximide cs	TbPYK inhibitor	Pf growth 96h	AmpC inh no detg	Pf growth 48h
CSc1nnc2c(n1)OC(c1ccsc1)N(C(C)=O)c1ccccc1-2 (stereo not given)	-5.4%	-4.2	15.9	-6.3%	0.2%	-4.4%	-9.0%
CC(C)OCCCNC(=O)C1CCN(S(=O)(=O)N2CCCC2)CC1	-7.5%	19.8	-4.3	2.2%	?	-8.7%	-4.8%
CC(=O)Nc1ccc(Nc2cc(N3CCOCC3)c3nonc3c2[N+](=O)[O-])cc1	3.4%	-9.5	-1.0	4.9%	-31.2%	-7.5%	-24.0%
